TDP1 cell noCPT: qHTS for Inhibitors of human tyrosyl-DNA phosphodiesterase 1 (TDP1): qHTS in cells in absence of CPT; DT40 Tdp1-/- hTDP1 cells, no CPT, ATP luminescence, 48 h; Potency, µM (doses to about 46.2 µM), for inactives: at the highest dose activity change, negative = growth inhibition, actives largely listed as inhibitors; 15% of 420,000 active; also: nearly all actives have a fitted effect of over 55% in size
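Growth of hTDP1-complemented DT40 Tdp1-knockout cells is measured by ATP luminescence after at least 48 hr compound exposure at 37 °C, with DMSO substituting for the 20 nM CPT used in the parallel screen.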
N370S GC mod: N370S glucocerebrosidase modulation, Gaucher chaperone candidate. AID 2101. Potency, µM (doses to about 59.4 µM), without a hit: at the top dose activity change, negative = inhibition, actives largely listed as inhibitors. P04062. 0.092% of 330,000 active. N370S GC spleen homogenate, 4MU-glucoside fluorescence;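 also: 0% = full enzyme activity and -100% = no enzyme basal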
TDP1 block: inhibitors of human tyrosyl-DNA phosphodiesterase TDP1; Q9NUW8; recombinant TDP1, AlphaScreen DNA substrate cleavage; Potency, µM (series often up to 130 µM), inactives show at the top dose activity change, negative = inhibition, hits mostly inhibitors; 0.28% of 350,000 active; AID 485290; also: nearly all actives have a fitted effect of over 40% in size
Target sequence (Q9NUW8 whole entry, looked up): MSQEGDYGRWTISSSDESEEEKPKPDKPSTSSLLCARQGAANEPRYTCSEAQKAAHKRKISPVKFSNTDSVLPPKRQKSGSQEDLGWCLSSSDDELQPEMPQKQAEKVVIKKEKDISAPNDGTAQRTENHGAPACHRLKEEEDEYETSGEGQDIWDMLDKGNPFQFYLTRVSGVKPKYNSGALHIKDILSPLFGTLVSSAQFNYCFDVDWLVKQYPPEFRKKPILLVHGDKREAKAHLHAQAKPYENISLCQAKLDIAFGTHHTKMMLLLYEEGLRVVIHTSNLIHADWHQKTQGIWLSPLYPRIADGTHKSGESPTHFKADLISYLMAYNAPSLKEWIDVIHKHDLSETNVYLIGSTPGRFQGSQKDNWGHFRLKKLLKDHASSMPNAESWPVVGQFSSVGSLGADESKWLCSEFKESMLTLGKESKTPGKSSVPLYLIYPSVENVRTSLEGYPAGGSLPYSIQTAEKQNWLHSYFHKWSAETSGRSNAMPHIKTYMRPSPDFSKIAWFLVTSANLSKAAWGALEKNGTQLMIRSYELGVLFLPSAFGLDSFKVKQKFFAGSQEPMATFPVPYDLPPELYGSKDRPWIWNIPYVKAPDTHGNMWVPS
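Recombinant human Tdp1 (E. coli-expressed, 1 nM final) preincubated with compounds 15 min at room temperature, then 5'-biotin/3'-phosphotyrosine-FITC DNA substrate (15 nM final) added for 5 min. AlphaScreen beads (10 ug/ml final) added 10 min; cleavage lowers signal.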
An asterisk follows results filed as active; ? = inconclusive; · = not tested or not shown; & = joins results of further samples; [ ] = remark or other dose. Calls follow the shape of the dose curve; as a rule, active = well fitted curve in the direction sought with a large enough effect; inconclusive = small, poorly fitted or top-dose-only effect, or another doubt; inactive = no such curve, though single readings can be large; an effect the other way counts as inactive or inconclusive. Unless noted, % is scaled to controls: 0 for no effect and ±100 for the full control effect; potency is read from the fitted curve at half-maximal effect.

compound | TDP1 cell noCPT | N370S GC mod | TDP1 block
O=C(NCc1cccnc1)c1ccc(COc2ccccc2Br)cc1 | ? | 7% | 8%
O=C(Nn1c(O)c(C=C2N=c3ccccc3=N2)sc1=S)c1cccc(Cl)c1 | ? | -12% | 2%
CC(C)(C)SCCNS(=O)(=O)c1ccc(F)cc1 | ? | 4% | -2%
CCCC(=O)Nc1ccc(C(=O)NCc2ccccc2Cl)cc1 | -9% | 3% | 5%
COc1ccccc1N1CCN(c2ccc(=O)n(CC(=O)NCc3ccc(OC(C)C)cc3)n2)CC1 | ? | · | 8%
Cc1c(CN2CCCC(C)C2)c(O)n(CCO)c(=O)c1C#N (stereo not drawn) | -7% | -5% | 0%
Cn1c(=O)c2sccc2n2c(CCCC(=O)NCc3ccc(F)cc3)nnc12 | -19% | 0% | 3%
CCC(OC(=O)c1nsc(Cl)c1Cl)C(=O)NC(C)(C)C (stereo not drawn) | 18% | 0% | 0%
CCc1ccccc1N(CC(=O)Nc1cccnc1)S(=O)(=O)c1ccccc1 | ? | -24% | 3%
CCN1CCN(c2ncc3c(n2)CCN(Cc2ccc(C)s2)C3)CC1 | ? | · | 1%
COC(=O)c1nc(-c2ccccc2)oc1N(C)C | 4% | 3% | -8%
CCOC(=O)c1cnc2c(ccc3ccccc32)c1Cl | -4% | -2% | ·
Cc1cccn2c(=O)cc(CSc3nnc(NC(=O)COc4ccc(F)cc4)s3)nc12 | -6% | · | -3%
CCOC(=O)Cc1csc(NC(=S)NC(=O)c2ccc(Cl)cc2)n1 | ? | 3% | 3%
CCN(c1ccccc1)S(=O)(=O)c1ccc(F)cc1 | ? | 5% | 8%
O=C(CCn1cnc2ccccc2c1=O)Nc1cccc(Cl)c1Cl | -3% | 5% | 0%
CCC(=O)N1CCc2cc(S(=O)(=O)NCCC(=O)NCc3ccc(F)cc3)ccc21 | ? | -15% | 2%
COc1cccc(C(=O)NCC(=O)N/N=C/c2cccc(OC(=O)c3ccc([N+](=O)[O-])cc3)c2)c1 | -4% | 6% | 6%
CNC(=O)c1ccc(C)c(NC(=O)C2=C(C)OCCS2)c1 | 12% | 4% | ·
CC(C)C(=O)NNC(=O)CSc1nnnn1C(C)C | -8% | 2% | -3%
Cc1cccc(NC(=O)CSc2nc3ccc(NC(=O)COc4ccccc4F)cc3s2)c1 | 6.5µM* | · | 4%
COC(CNC(=O)c1cn(C)c2ccc(S(=O)(=O)N(C)C3CCCCC3)cc2c1=O)OC | ? | 3% | 0%
CC(N)(COP(=O)(O)O)C(=O)O (stereo not drawn) | -8% | 17% | 0%
Cc1ccc(Cc2nnc3n(-c4cccc(C)c4)nc(C(=O)c4ccccc4)n3c2=O)cc1 | -16% | 13% | -1%[56.1 µM]
N#Cc1ccccc1S(=O)(=O)N1CCN(C(=O)CN2CCCC2c2cccs2)CC1 (stereo not drawn) | ? | · | 1%

Going on with the list.
compound | TDP1 cell noCPT | N370S GC mod | TDP1 block
CC(C)[C@H](NC(=O)OCc1ccccc1)C(=O)OCC(=O)Nc1ccc(N2CCOCC2)cc1 | ? | 13% | 2%
COc1ccc(CCNC(=O)C(=O)c2c[nH]c3ccccc23)cc1OC | ? | -12% | 3%
CCC(CC)C(=O)NN(C(=O)c1ccncc1)C1CC(=O)N(c2ccccc2)C1=O (stereo not drawn) | 0% | 1% | 3%
CCC(=O)Nc1nonc1-c1nc2ccccc2n1CCC(C)C | 9.2µM* | ? | -3%
C=CCNc1ncnc2c1ncn2C1OC(CO)C(O)C1O (stereo not drawn) | 21µM* | 3% | 5%
CCN(CC)CCCCn1c(-c2ccccc2)nc2c(NCc3ccccc3)nc(C)nc21 | · | -16% | 7%
Cc1ccc(NC(=O)CN2Cc3ccccc3C2=O)c(C)c1 | -13% | · | -4%
CCc1ccccc1NC(=O)CN1CCN(C(=O)c2cccc(-n3cnnn3)c2)CC1 | -9% | · | 0%
CCCCN1C(=O)C(=O)N(CC(=O)Nc2sc(CC)cc2C(=O)OCC)C1=O | -17% | -17% | 0%[0.505 µM]
O=C(NCc1ccc(F)cc1)c1cc(S(=O)(=O)N2CCCCC2)ccc1Cl | 17% | · | -2%
COc1ccccc1-c1nnc(SC2CCc3ccccc3NC2=O)s1 (stereo not drawn) | ? | -3% | 2%
Cc1cccnc1NC(=O)c1c(O)c2ccccc2n(C)c1=O | 23µM* | -7% | 3%
CCOC(=O)c1cccc(NC(=O)Nc2ccc(OCC)cc2)c1 | ? | 0% | 3%
Cc1ccc2c(=O)c(C(=O)NCc3cccs3)c[nH]c2c1 | ? | ? | 4%
Cc1cccc(N(C)c2ccc3cc(S(=O)(=O)N4CCCC4)ccc3n2)c1 | 16µM* | ? | -17%&-13%
COc1cc(OC)c(C2CC(=O)N3CN(c4ccc(C)cc4)CSC3=C2C#N)cc1OC (stereo not drawn) | -29% | ? | 10%
CCN(CC(=O)NC1CCS(=O)(=O)C1)c1ccc(S(=O)(=O)N(CC)CC)cc1[N+](=O)[O-] (stereo not drawn) | -9% | · | 3%
c1ccc(-n2ncc3c2ncn2nc(CSc4nc5ccccc5s4)nc32)cc1 | ? | 2% | -2%
COc1ccccc1NC(=O)Cn1c([N+](=O)[O-])cnc1C | -7% | -2% | ·
CCCOc1c(Br)cc(C2C3=C(CCCC3=O)N(C)C3=C2C(=O)CCC3)cc1OC | 0% | 25% | -1%
O=c1c(-c2cc(F)cc(F)c2)nc2cnc(Oc3ccccc3)nc2n1C1CC1 | ? | 4% | ·
COc1cccc(C(=O)N2CCN(C(=O)Cc3ccccc3)CC2)c1 | -12% | 0% | 6%
Cc1ccc(C2C3=C(CC(C)(C)CC3=O)Nc3[nH]c(=S)[nH]c(=O)c32)cc1 (stereo not drawn) | -8% | -12% | 11%
CCOC(=O)c1cnc(SCc2nc(N)nc(Nc3ccccc3OC)n2)nc1N | · | -7% | 7%
O=[N+]([O-])c1cc(/C=N/N2CCN(C3c4ccccc4-c4ccccc43)CC2)ccc1Cl | ? | 7% | -4%

Other compounds:
compound | TDP1 cell noCPT | N370S GC mod | TDP1 block
Cc1ccc(-n2c(C)cc(C3N=C(N)Nc4nc5ccccc5n43)c2C)c(C)c1 (stereo not drawn) | 23µM* | -5% | 11%
Cc1nc(C)c(-c2ccn(C(=O)NC(C)C)n2)s1 | -23% | 0% | 10%
COc1ccc(S(=O)(=O)NCCC(=O)N2CCCC2)cc1N(C)S(C)(=O)=O | -10% | -17% | 13%
COc1ccc(Br)cc1CN(C)CC(=O)NCCc1ccc(S(N)(=O)=O)cc1 | ? | -5% | ·
CCCCOc1cccc(C(=O)N(Cc2ccc(Cl)cc2)C2CCS(=O)(=O)C2)c1 (stereo not drawn) | ? | · | 4%
COc1ccc(NC2=NCC(Cc3ccc(Br)cc3)S2)cc1 (stereo not drawn) | 26µM* | -2% | 0%
COc1cccc(-c2sc3ccc(OC)cc3c2-c2ccc(OCCN3CCOCC3)cc2)c1 | ? | · | 5%
CO/N=C/C(c1ccc(Cl)nc1)S(=O)(=O)c1ccccc1 (stereo not drawn) | 3% | -2% | ·
Oc1ccc2ccccc2c1/C=N/n1cnnc1 | 4% | -1% | 6%
CCOc1ccc(NC(=O)CN2C(=O)C(c3ccccc3)=NC23CCCCCC3)cc1 | ? | · | 0%
O=C(NC1CCN(S(=O)(=O)c2ccc(Cl)cc2)CC1)C1CCCCC1 | 2% | -3% | 4%
COc1ccc(C2SCCN2S(=O)(=O)c2ccc(F)cc2)cc1OC (stereo not drawn) | -24% | -2% | 2%
O=C(NCCCO)/C(=C\c1cn(-c2ccccc2)nc1-c1cccnc1)NC(=O)c1ccccc1 | -28% | -22% | 8%
O=C(Nc1ccccc1C(=O)NCCCN1CCOCC1)c1ccccc1 | 14% | -17% | 3%
CCOc1ccc(C(O)(CCC(C)C)C(CN2CCOCC2)c2ccccc2)cc1 (stereo not drawn) | 21µM* | -21% | ·
CCn1cc(S(=O)(=O)c2cccc(Cl)c2)c(=O)c2cc(F)c(N3CCC(C)CC3)cc21 | -12% | · | 4%
CCCOc1ccc(C(=O)c2ccccc2C(=O)OC2CCOC2=O)cc1OCCC (stereo not drawn) | 3% | · | 0%
Cc1cc(=O)oc2c(C)c(OC(C)C(=O)NCCCn3ccnc3)ccc12 (stereo not drawn) | 15% | -25% | 2%
CCOC(=O)Cc1cc(C)[nH]c1C(=O)OCC | -8% | 1% | 4%
CCC(=O)c1cc2c(C)cc(=O)oc2c(C)c1OC(=O)C(C)C | -16% | 10% | 4%
CN(C)c1ccc(CNC(=O)CCc2ccc(S(=O)(=O)N3CCCCCC3)cc2)cc1 | 15µM* | -4% | 4%
NC(=O)CSc1nnc(-c2ccc(O)cc2)n1Cc1ccco1 | -18% | -1% | 1%
COc1ccc(OC)c(-n2c(C)nc3cc(C(=O)O)ccc32)c1 | 6% | -9% | -6%
Cc1c(CCC(C)C)c(=O)n2c([nH]c3ccccc32)c1C#N | 5.8µM* | 14% | -2%
Cc1ccc(S(=O)(=O)N2CCOCC2)cc1NC(=O)CSc1ncccn1 | -2% | 1% | 1%[0.505 µM]

Four of these compounds, reformatted.
CCC(OC(=O)c1nsc(Cl)c1Cl)C(=O)NC(C)(C)C (stereo not drawn)
  TDP1 cell noCPT: 18%
  N370S GC mod: 0%
  TDP1 block: 0%
CCc1ccccc1N(CC(=O)Nc1cccnc1)S(=O)(=O)c1ccccc1
  TDP1 cell noCPT: ?
  N370S GC mod: -24%
  TDP1 block: 3%
CCN1CCN(c2ncc3c(n2)CCN(Cc2ccc(C)s2)C3)CC1
  TDP1 cell noCPT: ?
  N370S GC mod: ·
  TDP1 block: 1%
COC(=O)c1nc(-c2ccccc2)oc1N(C)C
  TDP1 cell noCPT: 4%
  N370S GC mod: 3%
  TDP1 block: -8%

Reprinted at random: 2 compounds from above, in no set order.
compound | TDP1 cell noCPT | N370S GC mod | TDP1 block
Cc1c(CCC(C)C)c(=O)n2c([nH]c3ccccc32)c1C#N | 5.8µM* | 14% | -2%
O=C(NCc1ccc(F)cc1)c1cc(S(=O)(=O)N2CCCCC2)ccc1Cl | 17% | · | -2%

Continued.
compound | TDP1 cell noCPT | N370S GC mod | TDP1 block
Cc1cccc(NC(=O)c2cc(S(=O)(=O)N3CCc4ccccc43)cn2C)c1 | 8% | -12% | ·
CN(C)/C=C1/Oc2c(ccc3ccccc23)C1=O | ? | 10% | 3%
CCCN1CCN(c2cc3c(cc2F)c(=O)c(S(=O)(=O)c2ccc(Cl)cc2)cn3C)CC1 | 23µM* | · | 0%
CCc1ccc(NC(=O)CC2C(=O)N(c3ccc(Cl)cc3)C(=O)N2Cc2cccs2)cc1 (stereo not drawn) | 4.1µM* | · | 3%
Cc1cc(Br)ccc1NC(=O)CCS(=O)(=O)c1cccc2nonc12 | ? | 1% | 2%[0.0935 µM]
Cc1ccc(Cn2cc(S(=O)(=O)c3ccc(C)cc3)c(=O)c3cc(F)c(N4CCCC4)cc32)cc1 | ? | · | 1%
CC(C)=CC(=O)Nc1nnc(-c2cccnc2)s1 | 1% | 13% | 2%
O=c1c2c3c(sc2nc2n1CCC2)CCCCC3 | -1% | 2% | 0%
CN(CC(=O)Nc1cccc(F)c1)C(=O)c1ccccc1Sc1ccccc1C#N | ? | · | 1%
Cc1c(C(=O)OC2CCCCC2)[nH]c2c1C(=O)CC(c1ccc(C(C)(C)C)cc1)C2 (stereo not drawn) | 18µM* | · | 2%[12.3 µM]
COc1ccc(S(=O)(=O)Nc2ccc(S(=O)(=O)Nc3nccs3)cc2)cc1 | 1% | 2% | 4%
COC(=O)Cn1c(=O)c2c(n(Cc3ccccc3)c1=O)N/C(=C/c1ccc(OC)cc1)C2=O | -30% | 2% | ·
COc1cccc(C2C3=C(CC(C)(C)CC3=O)Nc3cc(OC)c(OC)cc32)c1 (stereo not drawn) | -2% | ? | 9%
COc1ccc(NC(=O)C=C(C)C)cc1Cl | -19% | 10% | 1%
COc1cc(OC)c(C2=NOC(C(=O)N3CCc4ccccc4C3)C2)cc1Cl (stereo not drawn) | ? | 4% | 5%
O=C(Nc1cccc([N+](=O)[O-])c1)C1COc2ccccc2O1 (stereo not drawn) | ? | -12% | ·
COCCn1c(C)cc(C(=O)CSc2nc(C)cc(C)c2C#N)c1C | 18µM* | 11% | 5%
CCc1cc2c(-c3ccccc3)cc(=O)oc2cc1OC(C)C(=O)NCC1CCC(C(=O)O)CC1 (stereo not drawn) | ? | -4% | ·
Cc1cccc(NC(=O)Cn2nnc(C(=O)Nc3ccc(F)c(Cl)c3)c2N)c1 | 5%&3% | -2% | 1%&0%
COc1ccc(N(CC(=O)Nc2cc(OC)c(OC)cc2C(=O)O)S(=O)(=O)c2c(C)noc2C)cc1 | 6% | -13% | 2%
CC(=O)Nc1ccc(NC(=O)C(C)OC(=O)CNC(=O)c2cccs2)cc1 (stereo not drawn) | 2% | -22% | ·
O=C(CN1C(=O)c2ccccc2C1=O)NC1CCC(O)CC1 (stereo not drawn) | 11% | · | 1%

High-throughput results deposited in PubChem BioAssay by National Center for Advancing Translational Sciences (NCATS).

Some of the compounds tested; rates above refer to the full screens.
